Bim-Bfl-1: inhibitors of Bim binding to Bfl-1, primary screen, biochemical, multiplexed, bead-based flow cytometry; Bcl-2-related protein A1 (Homo sapiens), Q16548; Bim-Bfl-1 binding inhibition; inhibition, % at 10 µM; 190,000 tested, 0.12% active;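 note: 0% = wells without compound plus tracer and 100% = blocker peptide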
Bim-Bcl-B: inhibitors of Bim-Bcl-B binding, primary screen, biochemical, multiplexed, human Bcl-2 family | Bcl-2-like protein 10 (Homo sapiens), Q9HD36 | AID 951, 2007 | 190,000 tested, 0.073% active | bead-based flow cytometry, Bim peptide-Bcl-B binding | inhibition, % at 10 µM;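 note: 0% = tracer peptide without compound and 100% = reference inhibitor peptide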
Target sequence (Q9HD36 whole entry, looked up): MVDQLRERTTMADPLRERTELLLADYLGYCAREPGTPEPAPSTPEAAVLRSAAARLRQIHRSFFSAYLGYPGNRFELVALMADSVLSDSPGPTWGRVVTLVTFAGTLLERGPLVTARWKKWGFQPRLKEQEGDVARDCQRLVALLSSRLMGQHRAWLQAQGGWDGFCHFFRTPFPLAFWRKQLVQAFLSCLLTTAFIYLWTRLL
Bim-Mcl-1: inhibitors of Bim peptide binding to Mcl-1, primary screen, biochemical, bead-based flow cytometry, multiplex | Bim peptide-Mcl-1 binding | inhibition, % at 10 µM | 190,000 tested, 0.1% active;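 note: 0% = no compound tracer wells and 100% = peptide blocker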
Target sequence (Q07820 whole entry, looked up): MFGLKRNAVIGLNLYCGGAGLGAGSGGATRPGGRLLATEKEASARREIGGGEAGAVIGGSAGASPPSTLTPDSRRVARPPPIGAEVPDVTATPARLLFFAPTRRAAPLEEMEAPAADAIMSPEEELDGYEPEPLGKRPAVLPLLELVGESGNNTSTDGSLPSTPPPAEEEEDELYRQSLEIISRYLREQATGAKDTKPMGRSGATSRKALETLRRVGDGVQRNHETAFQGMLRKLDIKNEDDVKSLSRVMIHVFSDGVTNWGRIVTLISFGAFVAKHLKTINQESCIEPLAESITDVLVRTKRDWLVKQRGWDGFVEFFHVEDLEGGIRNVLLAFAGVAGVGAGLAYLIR
Bcl-W Bim block: inhibitors of Bim binding to Bcl-W, primary screen, biochemical, multiplexed, bead-based flow cytometry. Bim peptide-Bcl-W binding. inhibition, % at 10 µM. AID 952, 2007. 190,000 tested, 0.02% active. Bcl-2-like protein 2 (Homo sapiens), Q92843;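 note: 0% = bound tracer without compound and 100% = peptide blocker; higher means less fluorescent Bim peptide bound to Bcl-W beads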
Target sequence (Q92843 whole entry, looked up): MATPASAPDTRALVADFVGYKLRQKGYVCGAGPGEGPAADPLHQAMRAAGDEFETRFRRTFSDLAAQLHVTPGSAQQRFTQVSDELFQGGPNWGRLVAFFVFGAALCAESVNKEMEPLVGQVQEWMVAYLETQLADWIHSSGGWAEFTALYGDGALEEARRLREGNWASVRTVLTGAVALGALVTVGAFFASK
RGS4-Gao reg: modulators of RGS4 binding to Galphao, primary screen, biochemical, multiplexed bead flow cytometry; 220,000 tested, 0.33% active; actives lie on both sides; binding response (% of control), % at 10 µM; AID 1415, 2008; Guanine nucleotide-binding protein G(o) subunit alpha (Homo sapiens), P09471; in the data active = binding response below about 49% or above about 150%; inactive = in between;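 note: fluorescent Galphao activated with aluminum fluoride binding bead-coupled RGS4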
Bcl-2 Bim block: inhibitors of Bim-Bcl-2 binding, primary screen, biochemical, multiplexed, human Bcl-2 family; Bead-based flow cytometry, Bim peptide-Bcl-2 binding; AID 950, 2007; inhibition, % at 10 µM; 190,000 tested, 0.06% active; Apoptosis regulator Bcl-2 (Homo sapiens), P10415; in the data active = inhibition above about 40%; inconclusive = no clear call, values can overlap the other calls;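 note: 0% = no compound wells with probe peptide and 100% = reference peptide inhibitor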
RGS7-Gao: RGS7-Galphao binding modulators, primary screen, biochemical, multiplexed bead flow cytometry; actives lie on both sides; binding response (% of control), % at 10 µM; 220,000 tested, 0.35% active; AID 1439, 2008; in the data active = binding response below about 49% or above about 150%; inconclusive = no clear call, values can overlap the other calls; inactive = in between;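 note: fluorescent Galphao held in activated GDP-AlF4 state binding bead-coupled RGS7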
Bim-Bcl-XL: inhibitors of Bim-Bcl-XL binding, primary screen, biochemical, multiplexed, bead flow cytometry, human Bcl-XL. Bcl-2-like protein 1 (Homo sapiens), Q07817. AID 1007, 2008. 190,000 tested, 0.04% active. inhibition, % at 10 µM. Bim peptide-Bcl-XL binding, fluorescence
Target sequence (Q07817 whole entry, looked up): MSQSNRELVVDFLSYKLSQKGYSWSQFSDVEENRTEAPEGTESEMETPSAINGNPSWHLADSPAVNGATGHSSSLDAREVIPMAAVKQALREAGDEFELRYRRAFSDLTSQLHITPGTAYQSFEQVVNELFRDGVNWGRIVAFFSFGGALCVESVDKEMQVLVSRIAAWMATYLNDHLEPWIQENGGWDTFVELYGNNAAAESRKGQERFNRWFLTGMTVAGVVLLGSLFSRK
RGS8-Gao reg: RGS8-Galphao binding modulators, primary screen, biochemical, multiplexed bead flow cytometry. response (percent of control binding), % at 10 µM. 220,000 tested, 0.34% active. Guanine nucleotide-binding protein G(o) subunit alpha (Homo sapiens), P09471. AID 1423, 2008. actives lie on both sides; in the data active = response below about 60% or above about 140%; inactive = in between;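 note: Galphao activated as the GDP aluminium fluoride complex binding bead-coupled RGS8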
Mcl1-Bid inh: Mcl-1/Bid binding inhibitors, primary screen, biochemical, TR-FRET, 1536-well; Induced myeloid leukemia cell differentiation protein Mcl-1 (Homo sapiens), Q07820; TR-FRET Mcl-1/Bid-Dy647 peptide binding; inhibition, % at 21.7 µM; 220,000 tested, 0.97% active;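 active = compounds that cut the binding signal by more than half at the single screening dose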;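 note: His-tagged Mcl-1 with europium anti-His antibody binding Bid BH3 peptide; 0% = Mcl-1 plus peptide wells and 100% = peptide-only wells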
GSH bead fluor: compound fluorescence on glutathione beads, profiling panel, artefact control, biophysical, 488/530 nm, flow cytometry; GSH beads flow cytometry, compound fluorescence 488/530 nm; active compounds read high; fluorescence (KMESF) at 10 µM; 190,000 tested, 0.25% active; in the data active = fluorescence above about 89;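 note: glutathione beads carrying GST-tagged Bcl family fusion proteins plus one bare bead set; values are compound well signal with DMSO vehicle wells as background; inactives centre near 16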
Numbers without * were called inactive. Cut-off read from the data, not from the text of the source, unless noted: active = inhibition above about 40%.

What do the screens show for `COc1ccc(/C=C2\N=C(SC)NC2=O)cc1`?
Bim-Bfl-1: 0; Bim-Bcl-B: -8; Bim-Mcl-1: -1; Bcl-W Bim block: -2; RGS4-Gao reg: 103; Bcl-2 Bim block: 1; RGS7-Gao: 102; Bim-Bcl-XL: -2; RGS8-Gao reg: 102; Mcl1-Bid inh: -21; GSH bead fluor: 16

How did COc1ccc(N2CCN(C(=O)CC3NC4CCCCC4NC3=O)CC2)cc1 (stereo not drawn) do in these assays?
Bim-Bfl-1: -9; Bim-Bcl-B: -8; Bim-Mcl-1: -1; Bcl-W Bim block: 0; RGS4-Gao reg: 100; Bcl-2 Bim block: -7; RGS7-Gao: 99; Bim-Bcl-XL: -4; RGS8-Gao reg: 104; Mcl1-Bid inh: -40; GSH bead fluor: 30

What do the screens show for `Cc1ccc(NC(=O)/C(=C/c2ccco2)c2ccccc2)c(C)c1`?
Bim-Bfl-1: -9; Bim-Bcl-B: -4; Bim-Mcl-1: 2; Bcl-W Bim block: 4; RGS4-Gao reg: 100; Bcl-2 Bim block: 0; RGS7-Gao: 96; Bim-Bcl-XL: -14; RGS8-Gao reg: 107; Mcl1-Bid inh: -2; GSH bead fluor: 62

Results for COc1ccc(-n2c(SCC(N)=O)nnc2-c2cccnc2)cc1 ?
Bim-Bfl-1: -11; Bim-Bcl-B: -14; Bim-Mcl-1: -12; Bcl-W Bim block: -9; RGS4-Gao reg: 106; Bcl-2 Bim block: -12; RGS7-Gao: 103; Bim-Bcl-XL: -15; Mcl1-Bid inh: -2; GSH bead fluor: 26

What do the screens show for `Cn1c(=O)oc2cc(S(=O)(=O)NCCC(=O)N3CCc4ccccc4C3)ccc21`?
Bim-Bfl-1: -10; Bim-Bcl-B: -9; Bim-Mcl-1: -2; Bcl-W Bim block: 4; RGS4-Gao reg: 98; Bcl-2 Bim block: -7; RGS7-Gao: 101; Bim-Bcl-XL: 2; RGS8-Gao reg: 99; Mcl1-Bid inh: -7; GSH bead fluor: 44

How did C(=C\c1nc(N2CCCC2)c2ccccc2n1)/c1ccccc1 do in these assays?
Bim-Bfl-1: 0; Bim-Bcl-B: 0; Bim-Mcl-1: 3; Bcl-W Bim block: 4; RGS4-Gao reg: 100; Bcl-2 Bim block: 0; RGS7-Gao: 99; Bim-Bcl-XL: 6; RGS8-Gao reg: 100; Mcl1-Bid inh: -1; GSH bead fluor: 8

Results for CC1=NN(C(N)=S)C(=O)C1N=Nc1c(C)cc(C)cc1C (stereo not drawn) ?
Bim-Bfl-1: -20; Bim-Bcl-B: -11; Bim-Mcl-1: -8; Bcl-W Bim block: -3; RGS4-Gao reg: 99; Bcl-2 Bim block: -12; RGS7-Gao: 101; Bim-Bcl-XL: -9; RGS8-Gao reg: 102; Mcl1-Bid inh: 1; GSH bead fluor: 23

How did Cc1ccc(-c2csc(/C(C#N)=C/Nc3ccccc3SC(F)(F)F)n2)c(C)c1 do in these assays?
Bim-Bfl-1: 5; Bim-Bcl-B: -8; Bim-Mcl-1: -11; Bcl-W Bim block: -6; RGS4-Gao reg: 93; Bcl-2 Bim block: 0; RGS7-Gao: 97; Bim-Bcl-XL: -7; RGS8-Gao reg: 98; Mcl1-Bid inh: -4; GSH bead fluor: 9

How did COc1cc(C(=O)NC2CCCc3ccccc32)ccc1OCC(=O)Nc1ccc(F)cc1 (stereo not drawn) do in these assays?
Bim-Bfl-1: -1; Bim-Bcl-B: -5; Bim-Mcl-1: -2; Bcl-W Bim block: -1; RGS4-Gao reg: 103; Bcl-2 Bim block: 0; RGS7-Gao: 102; Bim-Bcl-XL: -4; RGS8-Gao reg: 102; Mcl1-Bid inh: 0; GSH bead fluor: 9

How did CCOc1cc2[nH]c(=O)n(CCC(=O)NCCc3ccc(OC)c(OC)c3)c(=O)c2cc1OCC do in these assays?
Bim-Bfl-1: -2; Bim-Bcl-B: -1; Bim-Mcl-1: -4; Bcl-W Bim block: -2; RGS4-Gao reg: 102; Bcl-2 Bim block: -1; RGS7-Gao: 100; Bim-Bcl-XL: -3; RGS8-Gao reg: 101; Mcl1-Bid inh: -9; GSH bead fluor: 23

How did COCCNC(=O)c1ccc(N2CCC3(CC2)OCCO3)c([N+](=O)[O-])c1 do in these assays?
Bim-Bfl-1: 15; Bim-Bcl-B: 8; Bim-Mcl-1: 4; Bcl-W Bim block: 8; RGS4-Gao reg: 88; Bcl-2 Bim block: 13; RGS7-Gao: 87; Bim-Bcl-XL: 8; RGS8-Gao reg: 85; Mcl1-Bid inh: -31; GSH bead fluor: 7

What do the screens show for `N#Cc1ccc(COC(=O)C2CCC(=O)N2)cc1` (stereo not drawn)?
Bim-Bfl-1: -9; Bim-Bcl-B: -3; Bim-Mcl-1: -8; Bcl-W Bim block: 0; RGS4-Gao reg: 105; Bcl-2 Bim block: -3; RGS7-Gao: 105; Bim-Bcl-XL: 8; RGS8-Gao reg: 103; Mcl1-Bid inh: -25; GSH bead fluor: 258*

How did COc1ccc(-n2c(SCc3ccccn3)nc3c(c2=O)SCC3)cc1OC do in these assays?
Bim-Bfl-1: -3; Bim-Bcl-B: -2; Bim-Mcl-1: 1; Bcl-W Bim block: -3; RGS4-Gao reg: 99; Bcl-2 Bim block: -1; RGS7-Gao: 100; Bim-Bcl-XL: 1; RGS8-Gao reg: 99; Mcl1-Bid inh: 0; GSH bead fluor: 26

What do the screens show for `O=C(COC(=O)c1cnccn1)NCc1ccc(Cl)cc1`?
Bim-Bfl-1: 1; Bim-Bcl-B: 0; Bim-Mcl-1: -1; Bcl-W Bim block: 0; RGS4-Gao reg: 106; Bcl-2 Bim block: 1; RGS7-Gao: 102; Bim-Bcl-XL: 0; RGS8-Gao reg: 103; Mcl1-Bid inh: -30; GSH bead fluor: 14

Results for CCNC(=O)NC(=O)CSc1ccc(NC(C)=O)cc1 ?
Bim-Bfl-1: 0; Bim-Bcl-B: 0; Bim-Mcl-1: 0; Bcl-W Bim block: 1; RGS4-Gao reg: 47*; Bcl-2 Bim block: -3; RGS7-Gao: 54; Bim-Bcl-XL: -1; RGS8-Gao reg: 73; Mcl1-Bid inh: 9; GSH bead fluor: 12

Results for Cc1cc(C)nc(Nc2n[nH]c(-c3ccc(N)cc3)n2)n1 ?
Bim-Bfl-1: -6; Bim-Bcl-B: 3; Bim-Mcl-1: -2; Bcl-W Bim block: -1; RGS4-Gao reg: 91; Bcl-2 Bim block: -1; RGS7-Gao: 94; Bim-Bcl-XL: -2; RGS8-Gao reg: 98; Mcl1-Bid inh: -19; GSH bead fluor: 51

Results for CC(C)CNC(=O)COC(=O)c1cncc(Br)c1 ?
Bim-Bfl-1: -15; Bim-Bcl-B: -12; Bim-Mcl-1: -1; Bcl-W Bim block: 0; RGS4-Gao reg: 98; Bcl-2 Bim block: -8; RGS7-Gao: 98; Bim-Bcl-XL: -11; RGS8-Gao reg: 101; Mcl1-Bid inh: -18; GSH bead fluor: 34

Results for O=C(c1ccc(Cl)cc1)N1CCn2c1nc1ccccc12 ?
Bim-Bfl-1: -5; Bim-Bcl-B: -7; Bim-Mcl-1: 1; Bcl-W Bim block: -6; RGS4-Gao reg: 100; Bcl-2 Bim block: 0; RGS7-Gao: inconclusive; Bim-Bcl-XL: -1; RGS8-Gao reg: 97; Mcl1-Bid inh: 0; GSH bead fluor: 13

What do the screens show for `COc1ccc(NC(=O)Nc2cccc3cccnc23)cc1`?
Bim-Bfl-1: -2; Bim-Bcl-B: 0; Bim-Mcl-1: 0; Bcl-W Bim block: 3; RGS4-Gao reg: 101; Bcl-2 Bim block: 1; RGS7-Gao: 96; Bim-Bcl-XL: -4; RGS8-Gao reg: 101; Mcl1-Bid inh: 0; GSH bead fluor: 12

Results for Cc1cc(C)c2nc(N3CCC(C(=O)N4CCN(c5ncccn5)CC4)CC3)sc2c1 ?
Bim-Bfl-1: -9; Bim-Bcl-B: -5; Bim-Mcl-1: 0; Bcl-W Bim block: 4; RGS4-Gao reg: 102; Bcl-2 Bim block: -4; RGS7-Gao: 101; Bim-Bcl-XL: 2; RGS8-Gao reg: 104; Mcl1-Bid inh: -3; GSH bead fluor: 54

What do the screens show for `COc1ccc(OC)c(C2C(C(=O)c3sc(C)nc3C)=C(O)C(=O)N2CCN2CCOCC2)c1` (stereo not drawn)?
Bim-Bfl-1: -1; Bim-Bcl-B: 1; Bim-Mcl-1: -2; Bcl-W Bim block: -2; RGS4-Gao reg: 96; Bcl-2 Bim block: 0; RGS7-Gao: 91; Bim-Bcl-XL: 0; RGS8-Gao reg: 99; Mcl1-Bid inh: -59; GSH bead fluor: 17

Results for Cc1ccc2oc(-c3ccccc3C(=O)O)cc(=O)c2c1 ?
Bim-Bfl-1: -2; Bim-Bcl-B: -4; Bim-Mcl-1: -2; Bcl-W Bim block: -3; RGS4-Gao reg: 100; Bcl-2 Bim block: 0; RGS7-Gao: 102; Bim-Bcl-XL: -4; RGS8-Gao reg: 104; Mcl1-Bid inh: 16; GSH bead fluor: 12

Looked up by compound from the list above:
Results for O=C(c1ccc(Cl)cc1)N1CCn2c1nc1ccccc12 ?
Bim-Bfl-1: -5; Bim-Bcl-B: -7; Bim-Mcl-1: 1; Bcl-W Bim block: -6; RGS4-Gao reg: 100; Bcl-2 Bim block: 0; RGS7-Gao: inconclusive; Bim-Bcl-XL: -1; RGS8-Gao reg: 97; Mcl1-Bid inh: 0; GSH bead fluor: 13

Results for COc1ccc(-n2c(SCC(N)=O)nnc2-c2cccnc2)cc1 ?
Bim-Bfl-1: -11; Bim-Bcl-B: -14; Bim-Mcl-1: -12; Bcl-W Bim block: -9; RGS4-Gao reg: 106; Bcl-2 Bim block: -12; RGS7-Gao: 103; Bim-Bcl-XL: -15; Mcl1-Bid inh: -2; GSH bead fluor: 26

How did COc1cc(C(=O)NC2CCCc3ccccc32)ccc1OCC(=O)Nc1ccc(F)cc1 (stereo not drawn) do in these assays?
Bim-Bfl-1: -1; Bim-Bcl-B: -5; Bim-Mcl-1: -2; Bcl-W Bim block: -1; RGS4-Gao reg: 103; Bcl-2 Bim block: 0; RGS7-Gao: 102; Bim-Bcl-XL: -4; RGS8-Gao reg: 102; Mcl1-Bid inh: 0; GSH bead fluor: 9

Random draw from the library, and some 1.8% of all compounds hit somewhere here.
